Screening data as filed in PubChem BioAssay.
ssDAF-12 act = activators of S. stercoralis DAF-12 nuclear receptor | AID 652126 | activation, % at 6.8 µM | 370,000 compounds, 1% hits | HEK293 ssDAF-12/GRIP1 lit1-tk-luc reporter, luminescence; % of 3 µM dafachronic acid response;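 active = activation above the mean over all tested compounds plus 3 SD, cut at about 0.9% in these data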;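 note: 0% = DMSO-only wells and 100% = 3 µM delta7-dafachronic acid wells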
DAX1 inh-1 = DAX1 (NR0B1) inhibition, primary screen; inhibition, % at 6.8 µM; HEK293T StAR-luciferase reporter, SF-1/DAX-1 repression relief; AID 652010; 370,000 compounds, 1.1% hits;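 active = inhibition above the mean over all tested compounds plus 3 SD, cut at about 3.6% in these data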;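 note: 0% = DAX-1 cells with DMSO and 100% = cells lacking DAX-1 with DMSO; higher inhibition means more luminescence from relief of DAX-1 repression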
hcDAF-12 act = H. contortus DAF-12 activation, primary screen; activation, % at 6.8 µM; HEK293 hcDAF-12 lit1-tk-luc reporter, luminescence; 0% DMSO, 100% Δ7-dafachronic acid; 370,000 compounds, 1.4% hits;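 active = activation above the mean of all tested compounds plus 3 SD, cut at about 5.5% in these data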;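 note: 100% = response to 3 µM Δ7-dafachronic acid high control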
NPR1 activator = GC-A (human) enzyme activation. P16066. HEK293 GC-A cells, cGMP TR-FRET, EC30 ANP; 0% at EC30 ANP, 100% saturating ANP. activation, % at 10 µM. 370,000 compounds, 0.14% hits. AID 1671463; in the data active = activation above about 40%
Target sequence (P16066 whole entry, looked up): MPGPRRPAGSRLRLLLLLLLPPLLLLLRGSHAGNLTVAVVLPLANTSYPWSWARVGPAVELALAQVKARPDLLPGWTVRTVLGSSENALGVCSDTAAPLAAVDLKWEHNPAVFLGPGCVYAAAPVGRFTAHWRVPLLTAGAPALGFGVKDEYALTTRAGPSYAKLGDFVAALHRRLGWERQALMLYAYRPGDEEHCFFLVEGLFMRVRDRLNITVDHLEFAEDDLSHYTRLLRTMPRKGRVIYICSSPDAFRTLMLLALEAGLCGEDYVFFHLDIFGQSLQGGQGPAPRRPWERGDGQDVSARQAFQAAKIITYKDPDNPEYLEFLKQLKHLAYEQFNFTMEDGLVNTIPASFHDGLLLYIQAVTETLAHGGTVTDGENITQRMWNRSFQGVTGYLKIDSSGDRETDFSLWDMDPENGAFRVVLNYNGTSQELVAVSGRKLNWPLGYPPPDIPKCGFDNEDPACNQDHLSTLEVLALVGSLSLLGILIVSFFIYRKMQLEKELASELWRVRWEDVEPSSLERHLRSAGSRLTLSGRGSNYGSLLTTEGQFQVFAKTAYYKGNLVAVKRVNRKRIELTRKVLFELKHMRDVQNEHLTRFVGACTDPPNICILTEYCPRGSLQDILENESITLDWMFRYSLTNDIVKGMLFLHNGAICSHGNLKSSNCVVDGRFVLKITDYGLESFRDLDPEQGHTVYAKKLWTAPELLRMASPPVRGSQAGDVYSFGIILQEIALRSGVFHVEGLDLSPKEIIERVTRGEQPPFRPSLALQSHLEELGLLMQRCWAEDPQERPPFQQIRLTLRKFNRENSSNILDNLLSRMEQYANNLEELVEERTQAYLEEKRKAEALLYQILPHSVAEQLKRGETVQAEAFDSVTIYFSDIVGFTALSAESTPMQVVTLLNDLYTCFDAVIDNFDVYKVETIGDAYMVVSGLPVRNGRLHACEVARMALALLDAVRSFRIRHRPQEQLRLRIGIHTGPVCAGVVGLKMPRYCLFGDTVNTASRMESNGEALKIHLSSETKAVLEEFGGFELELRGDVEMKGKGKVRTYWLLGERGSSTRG
proKLK7 act = activators of human kallikrein-7 zymogen; purified proKLK7, EDANS-DABCYL substrate fluorescence; 100% is mature enzyme control, 0% vehicle; activation, % at 7 µM; 370,000 compounds, 0.9% hits; P49862;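 active = activation above the mean of all tested compounds plus 3 SD, computed per campaign excluding outliers beyond control limits, cut at about 13% in these data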
HGIII-sPLA2 inh = Inhibits HGIII-sPLA2 liposome hydrolysis, primary screen | Q9NZ20 | inhibition, % at 12.2 µM | AID 743126 | 370,000 compounds, 0.56% hits | QFRET BODIPY PC-A2 liposome hydrolysis, fluorescence;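 active = inhibition above mean plus 3 SD of compounds lying within the high and low control bounds, cut at about 19% in these data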;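 note: 0% = median of test compound wells and 100% = no enzyme DMSO wells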
SMARCA2 activ = increases SMARCA2 function in MMTV reporter cells; MG213 cells, MMTV-luciferase reporter, dexamethasone, overnight; activation, % at 9.1 µM; 370,000 compounds, 1% hits; AID 652017; in the data active = activation above about 7.8%;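 note: 0% = vehicle wells and 100% = reference activator wells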
hgDAF-12 ag = hgDAF-12 agonism, primary luciferase screen; HEK293 GAL4-hgDAF12 UAS-luciferase reporter, agonist luminescence; normalized to butyrate control; activation, % at 6.8 µM; 370,000 compounds, 1.8% hits; AID 687014;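 active = activation above a cutoff set at the mean of all screened compounds plus 3 SD, cut at about 10% in these data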;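 note: 0% = DMSO wells and 100% = sodium butyrate wells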
FXN GAA850 act = activators of GAA850 frataxin (FXN) promoter. HEK293 lucGAA850 FXN promoter luciferase reporter, 24 h; percent of 10 µM SAHA response. AID 540364. activation, % at 6 µM. 360,000 compounds, 0.56% hits;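 active = activation above the average of all compounds screened plus 3 SD, cutoff fixed separately per campaign, cut at about 7.5% in these data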;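 note: 0% = DMSO wells and 100% = 10 µM SAHA wells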
DAX1 inh-2 = inhibits human nuclear receptor DAX1 | P51843 | HEK293 Gal4-DAX1 luciferase reporter, luminescence | inhibition, % at 6.75 µM | 340,000 compounds, 0.99% hits | AID 504766;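 active = inhibition above the mean over all tested compounds plus 3 SD, cut at about 4.2% in these data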;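 note: 0% = DAX1-transfected cells with DMSO and 100% = empty-vector control cells with DMSO; inhibition shows as a rise in luminescence from relieved DAX1 repression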
NPR2 activator = GC-B (human) receptor activation. P20594. HEK293-GC-B cells, CNP EC30, cGMP TR-FRET; 0% at EC30 CNP, 100% saturating CNP. activation, % at 10 µM. 370,000 compounds, 0.11% hits. AID 1920062;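 active = activation at 10 µM reaching about 35% in either raw or pattern-adjusted values, limit read from the data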
The depositor's hits bear a star; / = no result given; & = joins results of further samples.

Under each structure: ssDAF-12 act, DAX1 inh-1, hcDAF-12 act, NPR1 activator, proKLK7 act, HGIII-sPLA2 inh, SMARCA2 activ, hgDAF-12 ag, FXN GAA850 act, DAX1 inh-2, NPR2 activator
[1] CCC(C)NC(=O)CN(c1cc(C)cc(C)c1)S(=O)(=O)c1c(C)[nH]c(=O)[nH]c1=O (stereo not given)
    -0.8, -0.1, 0.3, 2, -0.1, 1, -2, 0.9, -0.7, 1.6, 1
[2] Cc1csc(SCC(=O)c2ccc(S(=O)(=O)N3CCOCC3)cc2)n1
    -1.4, 0.1, 0.9, -2, 0.1, -33, -2, -0.7, 0.6, -1.4, 5
[3] Cc1ccc(C)c(N2CCN(C(=O)CC3Sc4ccccc4NC3=O)CC2)c1 (stereo not given)
    -1.8, -0.3, -2.5, -3, 1.4, -11, -1, -0.2, /, /, -5
[4] O=C(NCc1nc(-c2ccc(Cl)cc2)no1)c1ccco1
    -1.3, 0.5, 0.9, 4, 0.2, 3, -2, 1.7, -1.0, -0.4, -3
[5] O=C(COC(=O)CSc1ccc(Cl)cc1)NCCc1ccccc1
    0.0, 0.0, -1.1, -1, -0.1, -21, 0, 1.8, 0.0, 0.5, -1
[6] Cc1cc(C)n(/N=C\c2c(O)ccc3ccccc23)c(=O)c1C(N)=O
    -1.1, -0.5, -2.5, -1, -0.5, 1, 0, -1.5, 0.0, 1.1, 3
[7] CCCCCCSc1ccc(-c2nc3ccc(C)cn3c2NCc2ccccc2)cc1
    -1.3&-0.2, -0.2&0.1, -1.2&1.9, 11&8, -9.4&-13, 0&9, 0&-6, 2.3&1.1, 2.4, -0.2, 3&-5
[8] CCOC(=O)CCCNC(=O)OC1CC2CC1[C@H]1CCCCN1[C@H]2C (stereo not given in full)
    -1.4, 0.5, -2.2, -2, -0.1, 10, 0, -0.1, /, /, 2
[9] CCCOc1ccc(C(=O)Nc2ccc(C)cc2[N+](=O)[O-])cc1
    -1.3, -1.0, -2.4, -1, -0.6, 1, 1, 1.3, 2.0, 0.4, -2
[10] COc1ccc(N(CC(=O)NCc2ccc3c(c2)OCO3)S(=O)(=O)c2c(C)nn(C)c2C)cc1
    -1.3, 0.4, 3.0, -8, -0.1, 1, 0, 1.1, 0.8, -0.3, -5
[11] Cc1ccc(C(=O)N/C(=C\C=C\c2ccccc2)C(=O)NCc2ccco2)cc1
    -0.9, -0.7, -2.8, -1, -0.9, -20, 1, -2.4, -1.2, 1.0, 0
[12] O=C(O)c1ccccc1NC(=S)NC(=O)c1sc2ccccc2c1Cl
    -1.5, -0.2, -0.6, 10, 0.6, 6, -2, -0.1, 0.1, 3.2, 2
[13] COc1cc(C(=O)N/C(=C\c2cn(C)c3ccccc23)C(=O)NCCCN2CCOCC2)cc(OC)c1OC
    -1.1, -0.2, -0.7, 3, 0.4, 4, 0, -1.5, -0.1, -0.8, -2
[14] CC(C)(C)OC(=O)[C@H](Cc1ccccc1)NC(=O)c1nc[nH]c1C(=O)N[C@@H](CCCCN)C(=O)OC(C)(C)C
    -1.1, -0.2, 1.7, 1, 0.1, -5, 0, 1.3, 2.0, 0.5, 4
[15] CCn1nc(CC(=O)Nc2nnc(CC(=O)N3CCOCC3)s2)c2ccccc2c1=O
    -1.2, -0.6, -0.6, 1, -0.5, 2, 1, 0.8, 1.6, -0.7, 1
[16] CCC(C)(C)NC(=O)C(c1ccc(C)o1)N(C(=O)c1csnn1)c1cccc(F)c1 (stereo not given)
    -0.7, -0.2, -0.9, -2, 0.0, 5, 3, 1.1, -1.6, 1.7, -3
[17] O=C(c1cncc(Br)c1)N1CCc2ccccc2C1
    -1.2, -0.3, -2.0, 2, 0.9, 6, 2, 4.5, -2.2, -0.9, -4
[18] CCC1CCCCN1C(=O)CCc1nnc(Cc2c[nH]c3ccccc23)o1 (stereo not given)
    -1.0, -0.3, 3.1, -3, -0.1, -23, 3, 1.0, -0.2, -0.5, -1
[19] Cc1nc2c(sc3nc4c(cc32)COC(C)(C)C4)c(=O)o1
    -1.9, 0.6, -1.2, 30, 0.0, -2, -1, -3.4, -0.7, 0.7, 4
[20] CC(NC(=O)C1CCN(Cc2ccccc2)CC1)c1cccc2ccccc12 (stereo not given)
    -1.6, -0.4, -1.2, -1, -0.1, 5, -5, -2.1, -0.8, /, 4
[21] CCOC(=O)C1=C(C)Nc2ccccc2N=C1NC(=O)c1cccc(S(=O)(=O)N(C)C)c1
    -1.9, 0.5, -0.4, -4, 0.3, -8, -1, -2.4, -3.3, -0.5, -4
[22] COc1ccc(-c2cc(-c3ccccc3O)[nH]n2)cc1
    4.4*, 3.7*, 20*, 6, 0.2, -42, 4, 22*, 4.6, 2.1, -15
[23] O=C(NCCSc1ccccc1)c1ccco1
    -0.4, 2.2, 2.2, 0, -0.3, -3, 5, 9.1, 4.4, 1.2, -1
[24] CC(=O)C1=C(O)C(=O)N(c2ccc(O)cc2)C1c1ccccc1 (stereo not given)
    -1.2, 0.4, -1.9, 5, 0.7, -19, 0, 0.8, -0.1, 0.7, 2
[25] Oc1ccccc1-c1nc(NCc2ccco2)c2ccccc2n1
    -1.1, -0.5, 1.0, 1, 13*, -6, 2, 5.4, 6.1, 1.7, -26
[26] Fc1cccc2sc(Nc3nc4ccccc4s3)nc12
    0.0, 1.2, 12*, 16, -1.3, 1, 0, 0.4, 4.6, 1.7, -7
[27] CCN(CC(=O)Nc1ccccc1C(=O)OC)S(=O)(=O)c1ccc(OC)cc1
    -1.7, -0.6, -2.7, -4, 0.2, -7, -1, -1.4, 0.7, -0.4, -5
[28] CC(C)Oc1ccc(CNC(=O)c2cc(S(=O)(=O)N3CCOCC3)cn2C)cc1
    -0.5, -0.1, -2.8, -3, 0.1, 2, -5, -1.1, 0.4, 0.2, -1
[29] CSc1ncnc2c1ncn2CCCNc1ccc(C)c(C)c1
    -1.2, -1.2, -1.7, -3, 1.0, 13, -4, -2.3, 1.9, -0.2, -4
[30] COc1ccc(NC(=S)N(CCCN2CCCC(C)C2)Cc2cccs2)cc1 (stereo not given)
    -1.7, 0.2, -2.6, -2, -0.8, 6, 6, -2.6, -1.9, -0.6, -4
[31] CC(C)CC(CC(C)C)=NNC(=O)c1ccc2c(c1)OCO2
    -1.1, 0.5, 1.1, 4, 0.5, 1, 0, 2.7, -1.8, 1.8, 4
[32] CCS(=O)(=O)NCC(c1ccco1)N1CCN(c2ccccc2)CC1 (stereo not given)
    -1.2, -0.2, 0.3, 2, 0.1, 0, 3, -5.2, -3.1, 0.0, 3
[33] Cn1c(SCC(=O)NNC(=O)Cc2ccccc2)nc2ccccc2c1=O
    -1.8, -0.5, -2.3, -1, -0.1, -2, 1, -2.8, 1.2, -0.4, -1
[34] CCOC(=O)c1c(NC(=O)C(=O)N/N=C(\C)c2ccc(OC)cc2)sc2c1CCCCC2
    -1.8, 1.3, -0.9, 0, -0.6, 7, -3, 1.7, -2.7, 0.7, -4
[35] CC1CC(C)(C)CC2(C1)NC(=O)N(CC(=O)NCCc1ccc3c(c1)OCCO3)C2=O (stereo not given)
    -2.0, 0.3, -0.6, 1, 0.0, 8, -4, -2.9, -2.6, -0.9, -3
[36] COc1cc(OC)cc(C(=O)Nc2ccc(-n3cnnn3)c(C)c2)c1
    -1.2, 0.4, -0.6, 0, -0.5, -3, 7, 3.2, 0.1, -0.5, 1
[37] CCCCCC(=O)N1C[C@H](n2cc(C3CC3)nn2)[C@@H](O)C[C@@H]1c1ccc(OC)cc1
    -0.9, -0.5, -0.8, -1, 0.5, -4, -2, 1.1, 0.9, 0.4, 1
[38] CCCCC(=O)Nc1ccc(N2CCN(S(C)(=O)=O)CC2)cc1
    0.2, -1.3, 0.2, 2, 0.0, 3, -1, 1.0, 2.7, 0.2, 2
[39] O=C(NC1CC1)C1=C[C@@H](c2ccccc2)C[C@@H](OCCCCO)O1
    -1.1, -0.3, 1.1, 3, 0.6, 6, 2, -1.5, -0.2, 1.9, 5
[40] CC1CCN(S(=O)(=O)c2ccc3c4c2CC(=O)N4CC(C)S3)CC1 (stereo not given)
    -1.2, -0.5, 0.6, 20, 0.3, -5, -1, -1.7, -0.4, 1.6, 30
[41] Cc1nc2c(o1)CCc1ccccc1C2N1CCN(C)CC1 (stereo not given)
    -0.2&-1.4&-1.2, -1.2&0.4&0.7, 0.6&2.1&-1.9, -3&-11&-10, 0.0&-0.5&-0.1, 8&0&-3, 2&0&2, -0.5&-0.5&0.9, 0.7&-1.6&0.2, 0.9&0.3&-0.2, -3&-8&-10
[42] O=C(CN1C(=O)NC(Cc2ccccc2)C1=O)Nc1ccccc1 (stereo not given)
    -0.4, 0.2, 1.6, -1, -0.1, -2, 3, 2.1, -0.7, 0.9, -4
[43] Nc1nnc2cc(F)ccc2n1
    -0.7, -0.6, 0.2, -1, -0.5, 2, 1, -0.2, 0.9, 1.9, -3
[44] O=C(O)CNc1ccc(S(=O)(=O)C(F)(F)F)cc1[N+](=O)[O-]
    -1.1, -0.3, -2.6, 1, 0.0, -3, 1, -3.9, 2.3, 1.0, 2
[45] O=C(CN1CCC(n2nnc3cc(C(F)(F)F)ccc32)CC1)Nc1ccc2c(c1)CCC2
    -0.9, 0.8, -0.2, 1, 0.2, -1, 0, 3.4, -0.3, 0.0, 9
[46] O=C(NCCN1CCN(C(=O)c2ccc([N+](=O)[O-])cc2)CC1)C(=O)NCc1ccccc1
    -0.7, 0.1, 1.5, 4, 0.1, -2, 0, -0.3, 0.8, -0.5, 4
[47] CCOC(=O)c1ccc(S(=O)(=O)N2CCN(C3CCCC3)CC2)cc1
    -1.2, 0.0, -1.9, -4, -0.5, 5, 3, -1.2, 1.4, /, 3
[48] COc1ccccc1C(=O)N/N=C(\C)c1ccc(NC(=O)C2CC2)cc1
    -1.2, 0.4, 1.3, 0, -0.3, 8, 0, 3.1, 2.4, 1.0, -1
[49] COCCCN1C(=O)c2ccc(C(=O)Nc3cccc(OC)c3)cc2C1=O
    -0.6, 0.5, -0.8, 4, 0.3, 1, -2, 1.2, 0.5, 0.6, -2
